NPY-Y2 antag = NPY-Y2 receptor antagonists, primary screen, cell-based. NPY-Y2 expressing cells, antagonist mode. inhibition, % at 2.7 µM. 140,000 tested, 0.99% active; in the data active = inhibition above about 17%;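 also: 0% = vehicle with agonist challenge and 100% = reference antagonist with challenge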
Target sequence (P49146 whole entry, looked up): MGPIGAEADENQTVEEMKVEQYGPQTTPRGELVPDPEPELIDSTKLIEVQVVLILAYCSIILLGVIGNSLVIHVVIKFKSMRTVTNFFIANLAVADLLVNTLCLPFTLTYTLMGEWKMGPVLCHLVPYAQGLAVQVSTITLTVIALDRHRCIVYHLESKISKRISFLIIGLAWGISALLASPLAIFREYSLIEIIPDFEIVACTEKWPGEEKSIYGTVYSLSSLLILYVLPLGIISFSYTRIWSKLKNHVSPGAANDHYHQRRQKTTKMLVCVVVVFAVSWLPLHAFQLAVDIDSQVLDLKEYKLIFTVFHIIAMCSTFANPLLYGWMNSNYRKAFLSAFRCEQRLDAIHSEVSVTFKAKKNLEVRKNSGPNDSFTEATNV
GALR2 antag = GALR2 antagonists in receptor-expressing cells, primary screen; antagonist mode; inhibition, % at 4 µM; 140,000 tested, 0.39% active; AID 828, 2007; in the data active = inhibition above about 27%;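 also: cells stimulated with galanin 1-16 at roughly its EC80; 0% = agonist challenge control and 100% = basal control without agonist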
Target sequence (O43603 whole entry, looked up): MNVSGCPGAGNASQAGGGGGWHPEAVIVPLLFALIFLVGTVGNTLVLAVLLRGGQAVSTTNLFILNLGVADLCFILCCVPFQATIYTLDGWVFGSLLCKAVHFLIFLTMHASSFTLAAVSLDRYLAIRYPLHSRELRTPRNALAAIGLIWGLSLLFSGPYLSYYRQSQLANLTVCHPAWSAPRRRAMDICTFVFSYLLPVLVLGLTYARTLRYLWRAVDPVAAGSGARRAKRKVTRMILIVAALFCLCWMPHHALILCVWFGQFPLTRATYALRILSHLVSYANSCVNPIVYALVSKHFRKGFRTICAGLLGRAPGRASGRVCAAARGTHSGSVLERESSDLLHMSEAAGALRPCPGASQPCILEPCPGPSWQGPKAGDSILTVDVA
Measles CPE = compounds protecting cells from measles virus cytopathic effect, primary screen, measles RdRp inhibitor project, single point, MLSMR library, absorbance. Measles virus-infected cells, CPE protection. protection (pct of control), % at 4 µM. 140,000 tested, 1.5% active; in the data active = protection mostly above about 24%, no sharp cut-off; inactive = mostly below about 26%; also: some compounds called inactive have numbers as strong as hits
HCT116 PTEN-null = growth suppression of PTEN-null HCT116, primary screen, cell-based, CellTiter-Glo | HCT116 PTEN-null viability, 60 h; stronger effect = lower value | viability, % at 10 µM | 140,000 tested, 1.2% active | AID 827, 2007;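 active = viability at or below a set limit, 4 SD under the median of all tested compounds, cut at about 3.7% in these data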;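 also: PTEN knockout HCT116 line with beta catenin targeted HCT116 as companion control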
BB579 growth dn = growth inhibitors of yeast BB579 in restrictive medium, primary screen, yeast lifespan-shortening project, S. cerevisiae | OD615, 48 h | inhibition, % at 10 µM | 140,000 tested, 0.51% active;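 active = inhibition above a set limit, 3 SD over the mean compound inhibition, cut at about 44% in these data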; also: inactives centre near -24
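Assay system – yeast BB579 (DeaD) · Dosing – single compound dose of 10 µM, 0.25% DMSO final · Detection – OD615 turbidity measurement · Buffer or medium – CSMM-D restrictive synthetic medium containing dextrose (glucose) · Benchmarks – positive control amphotericin B 10 µg/mL · Incubation – 48 h exposure, 30 °C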
Phagocyt inh = inhibitors of macrophage phagocytosis, primary screen, imaging, J774A.1 cells, IgG beads. J774A.1 macrophage IgG-bead phagocytosis. inhibition, % at 5 µM. 110,000 tested, 0.07% active. AID 1029, 2008;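 active = inhibition above the mean of the plate negative controls plus 5 SD, cut at about 13% in these data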;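 also: phagocytic index as fraction of beads internalized from green versus red external bead signal; plate controls were DMSO negative control for no effect and cytochalasin-D positive control for full effect; some results beyond the cut were filed as inactive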
bCat KO growth = primary screen for growth suppressors in beta-catenin knockout HCT116 cells (colon tumor, human) | HCT116 beta-catenin knockout viability, CellTiter-Glo, 60 h; stronger effect = lower value | viability, % at 10 µM | AID 818, 2007 | 140,000 tested, 1.5% active;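 active = viability at or under a set limit, the compound median less 4 SD, cut at about 6% in these data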;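 also: 0% = Hyamine 1622 control at 20 µM and 100% = untreated cell control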
E-sel TNF inh = E-selectin induction blockers in HUVEC – imaging, immunofluorescence, high content, primary screen. 120,000 tested, 0.71% active. AID 1246, 2008. HUVEC TNFa-induced E-selectin immunofluorescence. inhibition, % at 2 µM;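 active = inhibition above the batch mean plus 3 SD, and confirmed as a hit on visual image review, cut at about 43% in these data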;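 also: 0% = TNF-stimulated DMSO wells and 100% = unstimulated control wells; not every result past the cut was called active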
Yeast life ext = compounds extending yeast replicative lifespan, primary screen, S. cerevisiae, OD615; AID 775, 2007; 130,000 tested, 0.68% active; S. cerevisiae growth with nicotinamide; deaD strain in restrictive glucose medium; inhibition of the nicotinamide effect, % at 10 µM;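 active = inhibition above a set limit, placed 3 SD over the median of all compounds, cut at about 26% in these data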;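 also: 0% = nicotinamide-treated wells and 100% = cells grown without nicotinamide; some compounds called inactive have numbers as strong as hits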
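Buffer or medium: CSMM-D glucose medium, restrictive; test system: modified budding yeast, DeaD strain; compound: single dose 10 µM compound, 0.25% DMSO; schedule: culture preincubation 4 h, compound exposure 48 h, both 30 °C; detection: optical density (absorbance) at 615 nm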
MRP1 act = H69AR viability gain despite doxorubicin, primary screen, MRP-1 activator project, H69AR cells, CellTiter-Glo; viability rescue; viability increase, % at 10 µM; 140,000 tested, 0.61% active; AID 799, 2007;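 active = viability gain under doxorubicin at or above a set limit, the compound median plus 3 SD, cut at about 4.7% in these data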;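 also: MRP-1 overexpressing cells given doxorubicin 25 µM after compound pretreatment; 18-22 h compound pretreatment then 72 h with doxorubicin before readout; 0% = doxorubicin-only wells and 100% = vehicle-treated cells without doxorubicin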
The depositor's hits bear a star; . = not tested or not shown.

1	CCN1CCN(S(=O)(=O)c2cc(OCC(=O)NC3CCCCC3)c(C)cc2Cl)CC1
2	CCc1cccc(C)c1NC(=O)CSc1nnc(-c2ccco2)n1N
3	O=C(CSc1nccc(=O)[nH]1)Nc1ccc(F)c(Cl)c1
4	Cc1cccc(NC(=O)C2CCN(S(=O)(=O)c3c(C)nn(C)c3C)CC2)n1
5	CSc1cccc(NC(=O)CCCOc2ccc(Cl)cc2C)c1
Screen / compound no.,1,2,3,4,5
NPY-Y2 antag,1,2,3,0,7
GALR2 antag,7,-2,-12,10,-1
Measles CPE,13,11,7,5,15
HCT116 PTEN-null,70,89,110,87,81
BB579 growth dn,-26,-30,-58,-58,-19
Phagocyt inh,0,0,-2,0,-13
bCat KO growth,62,96,88,81,86
E-sel TNF inh,-31,4,-17,-19,.
Yeast life ext,-11,-4,-16,-2,-2
MRP1 act,-0.8,-0.3,1.0,-0.5,-1.3

6	COC(=O)c1ccccc1N(C)S(C)(=O)=O
7	Cc1ccc(NC(=O)CC2S/C(=N/c3nccs3)N(C)C2=O)c(C)c1 (stereo not given)
8	COc1ccc(/C=C2\SC(=O)N(CCC(=O)Nc3ccc(S(=O)(=O)Nc4nccs4)cc3)C2=O)cc1
9	O=C(Nc1nc2c(s1)CN(Cc1ccccc1)CC2)c1cccc(S(=O)(=O)N2CCc3ccccc32)c1
10	CS(=O)(=O)N(CC(=O)N1CCN(c2cccc(Cl)c2)CC1)c1cccc(F)c1
Screen / compound no.,6,7,8,9,10
NPY-Y2 antag,0,2,-1,-2,5
GALR2 antag,-7,-1,-1,17,2
Measles CPE,2,1,13,26,2
HCT116 PTEN-null,102,98,101,81,84
BB579 growth dn,-45,-56,19,-47,-56
Phagocyt inh,-3,.,-2,.,2
bCat KO growth,96,91,110,77,85
E-sel TNF inh,5,1,4,7,-2
Yeast life ext,-3,-21,1,-12,-10
MRP1 act,-0.9,1.0,-1.0,-3.7,0.6

11	O=P(OC1CCCCC1)(OC1CCCCC1)C(O)c1ccc(Cl)cc1Cl (stereo not given)
12	O=C(CSc1nc2ccccc2s1)NC1CCCc2ccccc21 (stereo not given)
13	CC(C)Cn1c(NCCO)nc2ccccc21
14	CC(C)Cc1nc2oc3c(N4CCN(CCO)CC4)ncnc3c2c2c1CCCC2
15	CC(C)CNC(=O)c1ccccc1NC(=O)c1ccccc1N(C)S(C)(=O)=O
Screen / compound no.,11,12,13,14,15
NPY-Y2 antag,7,7,0,17*,4
GALR2 antag,-11,7,-8,-9,3
Measles CPE,6,6,9,9,17
HCT116 PTEN-null,63,80,113,52,92
BB579 growth dn,-27,-27,-63,11,1
Phagocyt inh,1,-7,-1,-1,.
bCat KO growth,68,81,99,37,94
E-sel TNF inh,9,22,-22,-12,-28
Yeast life ext,0,1,-8,-11,.
MRP1 act,-3.6,-3.5,-0.8,-2.7,-3.3

16	COc1ccc(NC(=O)CN(c2cc(C)cc(C)c2)S(=O)(=O)c2c(C)noc2C)cc1
17	CCOC(=O)c1c(C2CC2)csc1NC(C)=O
18	Cc1cc(=O)[nH]c(SCc2csc(-c3ccccc3)n2)n1
19	CCS(=O)(=O)N1CCC(C(=O)NC2CCCCC2)CC1
20	CC(C)c1ccccc1OCC(=O)NC1CCCc2ccccc21 (stereo not given)
Screen / compound no.,16,17,18,19,20
NPY-Y2 antag,4,8,5,2,10
GALR2 antag,-4,-11,10,3,-1
Measles CPE,18,36*,3,23,5
HCT116 PTEN-null,79,93,90,104,33
BB579 growth dn,-10,-6,-41,0,-50
Phagocyt inh,-1,0,0,.,-1
bCat KO growth,83,115,88,99,35
E-sel TNF inh,16,-26,.,10,10
Yeast life ext,-3,-10,-4,51,-5
MRP1 act,-2.2,-0.2,-1.7,-1.0,-5.0

21	C=CCn1cnc2c(c1=O)c1nc3ccccc3nc1n2/N=C/c1cc(OC)c(OC)c(OC)c1
22	C=CCc1cccc(CNc2nc3ccccc3n2CC)c1O
23	CCc1ccc(C2=NN(C(=O)OC)C(O)(C(F)(F)F)C2)cc1 (stereo not given)
24	O=C(COC(=O)Cn1cnc2ccccc2c1=O)Nc1ccccc1Sc1ccc(Cl)cc1
25	Cc1ccc2c(c1)n([O-])c1c([n+]2=O)CCCC1
Screen / compound no.,21,22,23,24,25
NPY-Y2 antag,1,-4,3,1,11
GALR2 antag,8,-1,1,-9,-3
Measles CPE,3,3,17,6,26
HCT116 PTEN-null,1.4*,68,97,80,95
BB579 growth dn,58*,-7,-25,-35,-28
Phagocyt inh,0,-4,2,-14,.
bCat KO growth,0.8*,70,98,84,102
E-sel TNF inh,-17,33,19,.,-47
Yeast life ext,-24,-23,-13,-3,-11
MRP1 act,-5.0,-4.4,-0.2,0.9,-0.5

26	Cc1ccc(CN2CC(C(=O)Nc3ccc(S(=O)(=O)Nc4cc(C)nc(C)n4)cc3)CC2=O)cc1 (stereo not given)
27	Cc1cc(Cl)c(S(=O)(=O)NCCC(=O)O)cc1OCC(N)=O
28	CCCCNC(=O)c1ccccc1NS(=O)(=O)c1ccc2c(c1)OCCO2
29	CS(=O)(=O)N1CC(C(=O)NC2CC2)Oc2ccc(Cl)cc21 (stereo not given)
30	O=C1NC2(CCCC2)N=C1c1ccc(Cl)cc1
Screen / compound no.,26,27,28,29,30
NPY-Y2 antag,4,0,4,-1,0
GALR2 antag,1,-4,11,-8,4
Measles CPE,19,10,5,16,16
HCT116 PTEN-null,103,95,99,90,103
BB579 growth dn,-11,-20,-8,-21,-59
Phagocyt inh,0,3,2,-2,1
bCat KO growth,101,99,100,99,91
E-sel TNF inh,6,0,-29,-8,9
Yeast life ext,-10,-3,-1,-14,-6
MRP1 act,-0.5,0.1,-3.3,-1.6,-0.2

Entries of single compounds, quoted from the list. Order of screens: NPY-Y2 antag | GALR2 antag | Measles CPE | HCT116 PTEN-null | BB579 growth dn | Phagocyt inh | bCat KO growth | E-sel TNF inh | Yeast life ext | MRP1 act
`CS(=O)(=O)N1CC(C(=O)NC2CC2)Oc2ccc(Cl)cc21` (stereo not given) in the list: -1 | -8 | 16 | 90 | -21 | -2 | 99 | -8 | -14 | -1.6
`Cc1cc(Cl)c(S(=O)(=O)NCCC(=O)O)cc1OCC(N)=O` in the list: 0 | -4 | 10 | 95 | -20 | 3 | 99 | 0 | -3 | 0.1
`Cc1ccc(CN2CC(C(=O)Nc3ccc(S(=O)(=O)Nc4cc(C)nc(C)n4)cc3)CC2=O)cc1` (stereo not given) in the list: 4 | 1 | 19 | 103 | -11 | 0 | 101 | 6 | -10 | -0.5

Continuation:
31	COC(=O)c1sc(C(=O)OC)c(C(=O)OC)c1C(=O)OC
32	COc1cc2c(cc1OC)CN(C(C)C(=O)Nc1ccc(NC(C)=O)cc1)CC2 (stereo not given)
33	CCOC(=O)c1sc(=S)n(C)c1NC(=O)c1ccccc1Cl
34	Nc1nnc(SCC(=O)OCc2ccccc2)s1
35	O=c1oc2ccccc2cc1-c1nc2ccccc2o1
Screen / compound no.,31,32,33,34,35
NPY-Y2 antag,2,-2,4,1,3
GALR2 antag,-10,-1,2,5,2
Measles CPE,6,12,9,14,31
HCT116 PTEN-null,110,99,88,103,101
BB579 growth dn,-28,-38,-38,-11,-22
Phagocyt inh,-3,-1,3,0,2
bCat KO growth,95,92,95,100,100
E-sel TNF inh,-2,-23,5,4,-6
Yeast life ext,-5,-5,9,-1,-36
MRP1 act,0.0,-0.6,-2.4,-0.4,-4.7

With a hit mark in NPY-Y2 antag (from the list above):
No. | compound | NPY-Y2 antag | GALR2 antag | Measles CPE | Phagocyt inh | E-sel TNF inh | Yeast life ext
14 | CC(C)Cc1nc2oc3c(N4CCN(CCO)CC4)ncnc3c2c2c1CCCC2 | 17* | -9 | 9 | -1 | -12 | -11

(next part)
36	Cc1ccc2c(c1)nnn2C1CCN(C(=O)c2cccs2)CC1
37	Cc1sc2ncnc(N(C)Cc3ccco3)c2c1C
38	CCOC(=O)C(Cc1ccccc1)C(=O)Nc1ccc(NC(=O)C(Cc2ccccc2)C(=O)OCC)cc1 (stereo not given)
39	COC(=O)c1ccc(NC(=O)Cn2nc(SC)n(N)c2=S)cc1
40	O=C(COc1ccc2ccccc2c1Br)NNC(=O)Nc1ccccc1
Screen / compound no.,36,37,38,39,40
NPY-Y2 antag,2,5,3,3,6
GALR2 antag,-2,4,7,-3,-11
Measles CPE,.,10,7,12,4
HCT116 PTEN-null,86,86,90,99,90
BB579 growth dn,-16,-6,-31,-32,-22
Phagocyt inh,-1,1,.,3,.
bCat KO growth,88,82,99,101,82
E-sel TNF inh,-5,28,.,10,-4
Yeast life ext,-4,-13,3,-7,-9
MRP1 act,-1.4,-1.9,2.4,-0.6,0.5

41	CCOC(=O)COc1ccc(C(=O)NC2CCCCC2)cc1
42	NC(=O)c1ccc(Cc2ncc(C(F)(F)F)cc2Cl)s1
43	Cc1ccc(C2CC(=O)Nc3cc4c(cc32)OCO4)o1 (stereo not given)
44	COc1cc2c(C(=O)NCc3ccc(C)o3)cn(CC(C)C)c(=O)c2cc1OC
45	CCCc1cc(=O)[nH]c(SCC(=O)NC(=O)OCC)n1
46	CCc1c(C)nc2ncnn2c1NCc1cccs1
47	CCn1c2ccccc2c2cc(NC(=O)c3cc(OC)cc(OC)c3)ccc21
48	Cc1ccc2nc(SCC(=O)Nc3ccc4sc(C)nc4c3)c(C#N)cc2c1
Screen / compound no.,41,42,43,44,45,46,47,48
NPY-Y2 antag,2,2,3,2,-3,0,4,-1
GALR2 antag,5,-6,34*,6,7,7,16,7
Measles CPE,7,17,6,7,21,6,2,4
HCT116 PTEN-null,103,96,86,89,91,89,15,6
BB579 growth dn,-62,-21,-42,-43,-2,-6,-30,-35
Phagocyt inh,.,0,-3,.,2,-1,-1,-1
bCat KO growth,97,87,83,93,92,78,15,13
E-sel TNF inh,-13,30,30,.,25,.,32,-4
Yeast life ext,-13,-13,-5,-6,-6,-4,-1,-17
MRP1 act,-0.2,-1.4,-4.4,-4.0,-1.0,-1.3,-4.3,-1.5

Compound activity as filed in PubChem.
